Source: PubChem BioAssay
S3 lipid droplet = qHTS Assay for Lipid Storage Modulators in Drosophila S3 Cells. Drosophila S3 cells, BODIPY lipid droplet fluorescence, 18-24 h; cells fed with added oleic acid. Potency in µM for hits, for the others lipid storage change, negative = inhibition, % at the top dose, mostly 46.1 µM. 0.64% of 320,000 active. AID 2685; active = well fitted inhibition curve with a large enough effect in the signal ratio, with a control signal flat, not every such curve was filed as active; inconclusive = small, poorly fitted or top-dose-only effect, or effect the other way, or a change in a side signal; the % refers to the signal ratio
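Drosophila S3 cells loaded with oleic acid (400 uM, as added) and compounds at several concentrations; lipid droplets imaged by 488-nm laser-scanning cytometry, 500–530 nm intensity and object ratio to cell channel. Percent activity normalized to 20 uM Triacsin C.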
S3 lipid droplet cell count max = second read-out of S3 lipid droplet, no call of its own (marks repeat the call); cell number change, %; measured here: cell count max response;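 cells counted by Cell Tracker Red CMTPX staining in the red channel; peak over a dose series mostly up to 46.1 µM; percent activity relative to internal control wells on each plate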
* hit, by the source's call; i = inactive; ? = inconclusive; nt = not tested or not shown; & = joins results of further samples; [ ] = dose if it differs, or a comment. % is set by controls: 0 for no effect and ±100 for the full control effect; potency is the fitted concentration of half-maximal effect.

SMILES	S3 lipid droplet	S3 lipid droplet cell count max
O=C(c1ccc(CS(=O)(=O)c2ccccc2)o1)N1CCOCC1	1.4%	20.9
CCc1nc2sc3c(=O)[nH]cnc3c2c2c1CSC(C)(C)C2	-4.3%	0.8
Cc1onc(-c2ccccc2Cl)c1C(=O)N1CCN=C1SCc1cccnc1	11.3%	-22.1
COc1ccc(Cl)cc1NC(=S)N1CCN(c2ncccn2)CC1	?	nt
COc1ccc(-c2ocnc2C(=O)Nc2ccccc2N2CCCCC2)cc1	?	nt
CO/N=C/C1C(=O)NN=C1c1ccccc1 (stereo not given)	?	nt
Cc1ccc(O)c(C(CC(=O)NC(C)C)c2ccccc2)c1 (stereo not given)	?	nt
CC(C)Nc1nc2nonc2nc1Nc1ccccc1	8.1%	-0.6
O=C(Nc1ccc2c(c1)CCCN2C(=O)c1cccs1)c1c(F)cccc1Cl	-16.2%	-9.0
CC(C)(C)C(=O)Nc1ccc(N2CCN(c3ccc(C(F)(F)F)cn3)CC2)nc1	-7.3%	2.5
O=C(O)C/C(=C\c1cc2c(cc1Br)OCO2)c1nc2ccccc2s1	?	nt
Cc1[nH]c2ccc(C(=O)OC(C)C(=O)NC3CCCCC3C)cc2c1C (stereo not given)	?	nt
Cc1cccc(C)c1NC(=O)NN1C(C)CCCC1C (stereo not given)	4.4%	6.9
Cc1ccc(Cl)cc1Nc1nc(-c2sc(NC(=O)c3cccc(Cl)c3)nc2C)cs1	?	nt
Cc1nc(N2CCN(c3ccccc3)CC2)nc2c1C(=O)CCC2	i	-4.3
Cc1ccc(Sc2ncccc2C(=O)O)c(C)c1	3.3%	8.7
COc1ccc(C(C)=O)cc1CN(c1ccccc1OC)S(=O)(=O)c1cccs1	?	nt
O=C(NCc1ccccn1)NC12CC3CC(CC(C3)C1)C2	?	nt
CCOc1ccc(NC(=O)COC(=O)CCCc2c[nH]c3ccccc23)cc1	-13.1%	0.2
COc1cc(SC)ccc1C(=O)N1CCN(c2ccccc2F)CC1	-7.9%	0.5
S=c1[nH]nc(Cc2ccccc2)n1Cc1ccco1	?	nt
O=C(Nc1ccccc1F)C1CCCN1S(=O)(=O)c1ccc(Cl)cc1 (stereo not given)	?	nt
Cc1ccc(S(=O)(=O)C2(C(=O)Nc3ccc(Br)cc3)CC2)cc1	-0.9%	24.2
COc1ccc(NC(=O)c2sccc2SCc2cccc(C(F)(F)F)c2)cc1	i	nt
CCCCc1ccc(S(=O)(=O)Nc2ccc(C)c(NS(C)(=O)=O)c2)cc1	?	nt

Looked up by structure from above, 3 records:
SMILES	S3 lipid droplet	S3 lipid droplet cell count max
Cc1nc(N2CCN(c3ccccc3)CC2)nc2c1C(=O)CCC2	i	-4.3
O=C(c1ccc(CS(=O)(=O)c2ccccc2)o1)N1CCOCC1	1.4%	20.9
O=C(O)C/C(=C\c1cc2c(cc1Br)OCO2)c1nc2ccccc2s1	?	nt

Shown with two lines to a compound: part of the list above
Each structure is followed by: S3 lipid droplet	S3 lipid droplet cell count max
- CCOc1ccc(NC(=O)COC(=O)CCCc2c[nH]c3ccccc23)cc1
→ -13.1%	0.2
- COc1ccc(-c2ocnc2C(=O)Nc2ccccc2N2CCCCC2)cc1
→ ?	nt
- O=C(Nc1ccccc1F)C1CCCN1S(=O)(=O)c1ccc(Cl)cc1 (stereo not given)
→ ?	nt

Additional compounds:
SMILES	S3 lipid droplet	S3 lipid droplet cell count max
Cc1ccc2nc(SC(C)C(=O)Nc3cccc([N+](=O)[O-])c3)[nH]c2c1 (stereo not given)	0.5%	7.3
Cn1c(SCC(=O)N2CCOCC2)nnc1-c1ccccc1	?	nt
O=C(/C=C/c1ccccc1[N+](=O)[O-])N1CCN(c2ccc(F)cc2)CC1	?	nt
NS(=O)(=O)c1ccc(NC(=O)CSc2ccccc2)cc1	12.2%	28.7
CCOc1ccc2ccccc2c1CNCCN1CCOCC1	?	nt
Nc1nc2c(s1)CCc1c-2cnn1-c1ccccc1	?	nt
CCOC(=O)CCc1c(C)c2ccc(OCc3nn[nH]n3)cc2oc1=O	?	nt
CCn1c(CNC(=O)c2ccccc2Br)nnc1SCC(=O)NC1=NCCS1	?	nt
CCN(CC(=O)NC1CCS(=O)(=O)C1)S(=O)(=O)c1c(C)c(C)cc(C)c1C (stereo not given)	11.5%	nt
CN(C)c1cccc2c(S(=O)(=O)NCc3ccc(S(N)(=O)=O)cc3)cccc12	-4.7%	-2.2
CC1=CC2=NC(=O)/C(=C\c3ccc(-c4cccc(Cl)c4)o3)C(=N)N2O1	?	nt
COc1ccc2ccc(O)c(CN3CCN(S(=O)(=O)c4cc([N+](=O)[O-])ccc4C)CC3)c2c1	?	nt
CCc1noc(C)c1C(=O)N1CCN(S(=O)(=O)c2cccc(C(F)(F)F)c2)CC1	i	-9.9
Cc1cccc(-c2nc(CS(=O)CC(=O)NCc3cccs3)c(C)o2)c1 (stereo not given)	?	nt
O=S(N1CCCCC1)C12CC3CC(CC(C3)C1)C2 (stereo not given)	1.3%	3.6
Cc1cccc(C)c1NC(=O)CN(C)C(=O)c1ccc(NS(=O)(=O)c2ccc3[nH]c(=O)[nH]c3c2)cc1	24.1%	23.4
CC(=O)Nc1ccc(C(=O)OCC(=O)Nc2c(F)cccc2F)cc1	-3.8%	14.6
COc1ccc(S(=O)(=O)N2CCN=C2SCc2cccc(C)c2)cc1	?	nt
Nc1cc(=O)[nH]c(SCC(=O)Nc2cccnc2Cl)n1	?	nt
CC(=O)OCn1nnc2ccccc2c1=O	3.6%	12.3
CNC(=O)c1cc(C(=O)c2ccccc2C(F)(F)F)c[nH]1	1.1%	-4.2
C[n+]1c2n(c3ccccc31)N=C(c1ccccc1)CS2	1.9%&-17.5%	-4.1&20.8
COC(=O)CNc1ccc2c(c1)OCO2	4.7%	2.2
CCC(=O)NC(c1ccc([N+](=O)[O-])cc1)c1c(O)ccc2ccccc12 (stereo not given)	?	nt
O=C(O)c1c(Cl)c(Cl)c(Cl)c(Cl)c1C(=O)N1CCOCC1	-128.0%	-36.2
Next section.
SMILES	S3 lipid droplet	S3 lipid droplet cell count max
COc1cc2c(N3CCOCC3)cc(O)c(CC(=O)Nc3ccccc3)c2cc1OC	?	nt
O=C(CCCCCN1C(=O)CCC1=O)Nc1ccc(Br)cc1F	i	nt
O=C(NCCc1nc2ccc(Cl)cc2[nH]1)C1CCC(=O)N(Cc2cccc(F)c2)C1 (stereo not given)	?	nt
Oc1ccc(NCc2ccccc2OCc2ccccc2F)cc1	?	nt
O=S(=O)(NCc1ccccc1Cl)c1ccc(-n2cccn2)cc1	16.4µM*	-0.6*
COc1ccc(N2CCN(C(=S)NC(=O)c3cccs3)CC2)c([N+](=O)[O-])c1	?	nt
CCOC(=O)[C@@H]1[C@H]2COc3ccccc3[C@@H]2N2C(=O)N(c3cccc(Cl)c3)C(=O)[C@]12C	?	nt
COc1ccc(C)cc1NC(=O)CNC(c1ccccc1)c1ccccc1	?	nt
Cc1cccc(C)c1NC(=O)CNC(=O)C(C)N1CCN(c2cccc(Cl)c2)CC1 (stereo not given)	i	3.4
CCOc1nc(-c2ccccc2)ccc1-c1noc(COc2ccccc2)n1	16.6%	-12.8
COC(=O)c1c(NC(=O)COC(=O)c2ccccn2)sc(C)c1C	?	nt
O=C(CCN1C(=O)C2C3CC(C(Br)C3Br)C2C1=O)OCC(=O)c1cccc([N+](=O)[O-])c1 (stereo not given)	i	nt
CC(C)(C)c1nn(-c2ccccc2)c2nc(Cl)c(C=O)cc12	6.5%	-8.3
Cc1cccc(NC(=O)COC(=O)c2cccs2)c1C	?	nt
CN1CCc2c(sc(NC(=O)c3ccc(C(=O)c4ccccc4)cc3)c2C(N)=O)C1	-25.9%	0.6
CCc1ccc(CNC(=O)CCCC(=O)n2nc(C)c3ccccc32)cc1	-1.3%	-9.8
O=C(CCc1nc2ccccc2c(=O)[nH]1)NCC(=O)Nc1ccc(F)c(F)c1	23.7%	20.9
CCOc1ccc(NC(=O)C(=O)NCCN2CCN(S(=O)(=O)c3ccc(C)cc3)CC2)cc1	i	-7.6
Cc1ccc(C(=O)C2=C(O)C(=O)N(Cc3ccco3)C2c2cccc(Br)c2)o1 (stereo not given)	i	-1.2
CN(C)c1cccc2c(S(=O)(=O)N3CCOCC3)cccc12	i	4.8
C=CCO/N=C/C1=C(O)C(C(=O)OC)C(C)(C)CC1=O (stereo not given)	16.0%	0.3
O=C(CN1CCN(S(=O)(=O)c2ccccc2F)CC1)Nc1ccccc1C(=O)c1ccccc1	i	nt
COC(=O)c1ccc2c(=O)n(-c3ccccc3F)c(=S)[nH]c2c1	-6.8%	-18.0
CS(=O)(=O)Nc1ccc(C2=NN(C(=O)c3ccco3)C(c3ccc(F)cc3)C2)cc1 (stereo not given)	-1.1%	nt
O=C(CNC(=O)c1ccccc1F)OCCCOC(=O)CNC(=O)c1ccccc1F	?	nt
(next part)
SMILES	S3 lipid droplet	S3 lipid droplet cell count max
O=C(c1ccccc1)N(Cc1ccccc1)c1ccccn1	?	nt
COc1ccc(N(CC(=O)N2CCN(Cc3ccccc3)CC2)S(C)(=O)=O)cc1OC	?	nt
CCOC(=O)c1c(C)[nH]c(C(=O)COC(=O)/C=C/c2ccc3c(c2)OCO3)c1C	11.7%	2.4
CN(C)c1nc(-c2cccnc2)nc(-c2ccccc2)c1C#N	7.9%	4.0
CCOC(=O)N1CCC(NC(=O)C(NS(=O)(=O)c2ccc3c(c2)CCN3C(C)=O)C(C)C)CC1 (stereo not given)	24.6%	-2.0
CCOC(=O)c1sc(=NC(=O)COc2ccc(Cl)cc2)n(C)c1C	3.4%	23.3
CCc1ccc(-c2csc3ncn(CC)c(=O)c23)cc1	-7.7%	-7.6
COCc1cc(C)[nH]c(=O)c1C#N	?	nt
O=C(CSc1nnc2ccc(-c3ccccn3)nn12)NCCc1ccccc1	i[0.0737 µM]	nt
Cc1ccc(CSCC(=O)N2CCCC2)cc1	?	nt
CCOc1ccc(NC(=O)CCNC(=O)c2ccco2)cc1	i	12.6
CCCCNC(=O)c1cc(-c2ccc3c(c2)OCO3)on1	5.6%	8.5
CC1CCc2nc(NC(=O)Cc3cccs3)sc2C1 (stereo not given)	i	-25.2
OC1C[N+]2(CCCCC2)C1	?	nt
COc1cccc(CN2CCN(Cc3ccc(C)o3)CC2CCO)c1 (stereo not given)	-2.0%	-10.8
Cn1nc(-c2ccccc2)c(CO)c1Oc1cccc(C(F)(F)F)c1	14.8%	9.1
CSc1nnc(-c2cc(Br)ccc2N=Cc2c(C)[nH]n(-c3ccccc3)c2=O)c(=O)[nH]1	?	nt
COc1ccc(/C=N/NC(=O)Cn2cc(C(F)(F)F)ccc2=O)cc1	i	nt
O=C(CN1CCN(S(=O)(=O)c2ccccc2)CC1)Nc1ccccc1Cl	10.2%	1.4
CC(=O)Nc1nc(Cn2nnc(-c3ccc4c(c3)OCO4)n2)nc(N(C)C)n1	-2.9%	1.5
COc1cc2c(cc1OC)C(C)N(C(=S)NC(=O)c1ccccc1)CC2 (stereo not given)	-9.3%	-7.1
COc1ccc(S(=O)(=O)N2CCCCC2)cc1NC(=O)CCCNC(=O)c1ccc(Cl)cc1	?	nt
Cc1nc(SCC(=O)Nc2cc(Cl)ccc2[N+](=O)[O-])nc(C)c1C	?	nt
COc1ccc2nc(C)cc(N/N=C/c3ccccc3)c2c1	?	nt
CCOC(=O)c1sc2nc3c(SCCC(=O)O)cc(C(=O)c4cc(OC)ccc4O)cn3c(=O)c2c1C	?	nt
(cont.)
SMILES	S3 lipid droplet	S3 lipid droplet cell count max
CCc1nc(C)c(C(=O)N2CCCC(C(=O)Nc3cccc(-c4cccc(C)c4)c3)C2)o1 (stereo not given)	?	nt
Cc1ccc(C(=O)/C=C\NCc2ccccc2)cc1	15.4%	8.0
c1ccc2[nH]c(-c3ccnc4ccccc34)nc2c1	?	-7.3
COc1ccc(CS(=O)(=O)CC(C)(O)c2ccccc2)cc1 (stereo not given)	?	nt
N#Cc1ccc(-c2ccc(OCC(=O)NCCc3ccccc3)cc2)cc1	-9.8%	-8.6
Cc1ccc(Sc2c([N+](=O)[O-])ncn2C)cc1	10.0%	nt
O=C(Cn1cc(CCO)nn1)N1CCNCC1	-3.3%	-15.4
CSCCC(NC(=O)c1ccc([N+](=O)[O-])cc1Cl)C(=O)OCC(=O)N1CCN(C(C)=O)CC1 (stereo not given)	14.2%	8.8
COc1ccccc1NC(=O)NCCCl	?	nt
CCCCN(CC)CCCNC(=O)CS(=O)(=O)Cc1nc(-c2cccc(OC)c2)oc1C	?	nt
CCCCSc1nnc(-c2c[nH]c3ccccc23)n1C	?	nt
Cc1ccc(NC(=O)COC(=O)COc2cccc3c2OC(C)(C)C3)cc1S(=O)(=O)N1CCOCC1	23.4%	nt
CC1Cc2ccccc2N1C(=O)C12CCC(C)(C(=O)C1)C2(C)C (stereo not given)	-18.3%	nt
O=C(NCCO)c1nc(NCCO)c2ccccc2n1	?	nt
CCOC(=O)Cn1c(=O)oc2ccc(C)cc21	?	nt
O=C(Nc1ccc(Cl)cc1F)c1cc(S(=O)(=O)N2CCCCC2)ccc1F	?	nt
O=C(COc1ccc(S(=O)(=O)NC2CCCCC2)cc1Cl)NCc1ccc2c(c1)OCO2	?	nt
CC(NC(=O)c1ccccc1Br)c1nnc(SCC(=O)NC2CCCCC2)n1C (stereo not given)	?	nt
Cc1ccc(S(=O)(=O)NCCC(=O)NCC(c2cccs2)N(C)C)cc1 (stereo not given)	?	nt

Complete entries, looked up by structure:
c1ccc2[nH]c(-c3ccnc4ccccc34)nc2c1 reads S3 lipid droplet: ?; S3 lipid droplet cell count max: -7.3
CC1Cc2ccccc2N1C(=O)C12CCC(C)(C(=O)C1)C2(C)C (stereo not given) reads S3 lipid droplet: -18.3%; S3 lipid droplet cell count max: nt

A portion of the library. The share of hits here may be higher or lower than overall.
